# Screening data as filed in PubChem.
# G9a inh = inhibitors of human histone lysine methyltransferase G9a; AID 504332; Q96KQ7; G9a H3K9 monomethylation, AlphaScreen, 2 h; 350,000 compounds, 8.8% hits; Potency, µM (series often up to 102 µM), for the others: top-dose activity, negative = inhibition, actives largely listed as inhibitors; also: % is scaled to controls: 0 for no effect and ±100 for the full control effect; nearly all actives have a fitted effect of over 75% in size
#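 Quantitative HTS format: methyltransferase activity on a biotin-tagged H3K9 peptide is measured by AlphaScreen, using a rabbit anti-monomethyl-H3K9 antibody with streptavidin donor and anti-IgG acceptor beads. Final levels are 20 nM enzyme, 500 nM peptide, 20 uM SAM; 2 h RT.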
# Pin1 inhibitor = inhibitors of human Pin1; 390,000 compounds, 0.009% hits; Q13526; Pin1 FP peptide displacement, HiFluor488, 10 min; Potency, µM (highest dose often 115 µM), without a hit: top-dose activity, negative = inhibition, most hits filed as inhibitors; active = well fitted inhibition curve with a large enough effect in the polarisation, with a control signal flat, not every such curve was filed as active; inconclusive = small, poorly fitted or top-dose-only effect, or effect the other way, or a change in a side signal; inactive = no such curve, though single readings can be large or run the other way; the % refers to the polarisation; also: % is scaled to controls: 0 for no effect and ±100 for the full control effect
# Target sequence (Q13526 whole entry, looked up): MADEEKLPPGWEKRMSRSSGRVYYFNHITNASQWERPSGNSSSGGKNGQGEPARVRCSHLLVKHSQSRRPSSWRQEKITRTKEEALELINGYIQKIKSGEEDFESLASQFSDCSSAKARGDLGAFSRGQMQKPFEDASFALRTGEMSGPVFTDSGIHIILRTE
# BAZ2B block = BAZ2B (human) inhibition | Q9UIF8 | AlphaScreen BAZ2B-H3K14Ac peptide displacement | Potency, µM (doses to about 114 µM), inactives show at the top dose activity change, negative = inhibition, usual class: inhibitors | 360,000 compounds, 4.4% hits | AID 504333; also: % is scaled to controls: 0 for no effect and ±100 for the full control effect; nearly all actives have a fitted effect of over 60% in size
#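 Multi-concentration screen (max 110 uM) measuring displacement of acetylated histone H3 peptide from BAZ2B by AlphaScreen, using 50 nM protein, 50 nM peptide and 10 ug/mL streptavidin donor plus Ni-chelate acceptor beads.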
# Pol iota inh = blocks human DNA polymerase iota activity; Q9UNA4; Pol iota fluorescent replication assay, 10 min; Potency, µM (highest dose often 115 µM), inactives show at the top dose activity, negative = inhibition, hits mostly inhibitors; 390,000 compounds, 1% hits; AID 588590
#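 Pol iota at 10 nM preincubated 15 min with compounds at room temperature; reaction started with fluorescent substrate, 50 nM final. Fluorescence read kinetically at 0 and 10 min; buffer-only wells as negative control.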
# GLS inhibitor = blocks human kidney-isoform glutaminase activity; O94925; GLS enzymatic activity, qHTS titration; Potency, µM (doses to about 45.5 µM), without a hit: at the top dose activity change, negative = inhibition, most hits filed as inhibitors; 410,000 compounds, 0.21% hits; AID 624170; also: % is scaled to controls: 0 for no effect and ±100 for the full control effect
# Target sequence (O94925 whole entry, looked up, canonical isoform): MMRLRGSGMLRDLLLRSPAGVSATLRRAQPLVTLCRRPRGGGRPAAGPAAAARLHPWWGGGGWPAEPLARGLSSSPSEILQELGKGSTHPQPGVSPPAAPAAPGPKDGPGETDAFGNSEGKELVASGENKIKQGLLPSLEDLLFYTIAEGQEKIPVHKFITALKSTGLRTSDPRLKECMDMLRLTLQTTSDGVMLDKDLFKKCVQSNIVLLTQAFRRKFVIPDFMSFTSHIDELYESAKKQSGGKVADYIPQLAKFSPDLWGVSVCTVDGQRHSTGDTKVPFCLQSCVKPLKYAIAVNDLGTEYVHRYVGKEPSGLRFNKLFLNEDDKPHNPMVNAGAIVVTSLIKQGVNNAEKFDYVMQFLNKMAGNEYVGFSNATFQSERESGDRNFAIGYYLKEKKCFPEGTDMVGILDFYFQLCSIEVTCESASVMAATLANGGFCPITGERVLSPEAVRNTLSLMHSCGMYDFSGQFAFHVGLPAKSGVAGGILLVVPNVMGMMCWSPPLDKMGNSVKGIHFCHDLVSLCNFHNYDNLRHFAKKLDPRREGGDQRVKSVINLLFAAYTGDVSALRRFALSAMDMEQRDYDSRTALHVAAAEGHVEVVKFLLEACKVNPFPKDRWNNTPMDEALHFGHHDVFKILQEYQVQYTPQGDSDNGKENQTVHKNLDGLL
#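 Compounds were pin-transferred onto hKGA, after which L-glutamine (1 mM solution) and a detection mix of glutamate oxidase, HRP and Amplex Red were added. Initial and 30 min RT fluorescence reads were collected.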
# JMJD2A Tudor = inhibitors of human JMJD2A Tudor domain; O75164; AlphaScreen JMJD2A-Tudor / H3K4me3 peptide binding; Potency, µM (doses to about 114 µM), without a hit: at the top dose activity change, negative = inhibition, actives largely listed as inhibitors; 390,000 compounds, 4.4% hits; AID 504339; also: % is scaled to controls: 0 for no effect and ±100 for the full control effect; nearly all actives have a fitted effect of over 50% in size
# HP1b chromo inh = blocks HP1-beta chromodomain binding to methylated histone tails; P83916; AlphaScreen HP1-beta / biotin-H3K9me3 peptide binding; Potency, µM (titrated, usually from 114 µM), inactives show top-dose activity change, negative = inhibition, hits mostly inhibitors; 390,000 compounds, 0.56% hits; also: nearly all actives have a fitted effect of over 70% in size; inactives centre near 23
# Target sequence (P83916 whole entry, looked up): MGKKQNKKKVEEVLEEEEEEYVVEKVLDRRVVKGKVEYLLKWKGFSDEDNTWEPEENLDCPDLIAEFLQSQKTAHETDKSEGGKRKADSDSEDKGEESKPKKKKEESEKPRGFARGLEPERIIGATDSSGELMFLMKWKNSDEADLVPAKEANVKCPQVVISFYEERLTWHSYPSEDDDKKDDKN
#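 Compound inhibition of the preformed complex between 50 nM HP1-beta and 50 nM biotinylated H3K9me3 peptide was read by AlphaScreen. Buffer was PBS pH 7.4 with 0.01% Tween-20. Incubations ran 30 min at room temperature, with 10 ug/mL donor/acceptor beads.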
# BLM helicase inh = inhibitors of human Bloom syndrome helicase BLM; 350,000 compounds, 0.2% hits; P54132; Potency, µM (highest dose often 56.1 µM), without a hit: at the highest dose activity change, negative = inhibition, usual class: inhibitors; recombinant BLM DNA unwinding, fluorescence dequenching;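 also: plate controls were vehicle for no effect and no enzyme for full effect; nearly all actives have a fitted effect of over 35% in size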
# PGK inhibitor = inhibitors of T. brucei phosphoglycerate kinase. P07378. PGK/GAPDH coupled, Kinase-Glo luminescence, 60 min. AID 602233. 380,000 compounds, 0.043% hits. Potency, µM (top dose mostly 57.5 µM), inactives show at the highest dose activity change, negative = inhibition, usual class: inhibitors; also: % is scaled to controls: 0 for no effect and ±100 for the full control effect; nearly all actives have a fitted effect of over 60% in size
#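 Recombinant glycosomal PGK reaction used 1,3-bisphosphoglycerate generated in-well by GAPDH (100nM final) in 100mM TEA pH 7.6, 5mM MgCl2, 0.01% Tween-20. After 60 minutes at room temperature, ATP was read by Kinase-Glo Plus luminescence end-point.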
# * hit, by the source's call; i = inactive; ? = inconclusive; / = not tested or not shown; [ ] = another dose, or the depositor's remark. Unless noted, calls follow the shape of the dose curve; as a rule, active = well fitted curve in the direction sought with a large enough effect; inconclusive = small, poorly fitted or top-dose-only effect, or another doubt; inactive = no such curve, though single readings can be large; an effect the other way counts as inactive or inconclusive. Potency is read from the fitted curve at half-maximal effect.
SMILES,G9a inh,Pin1 inhibitor,BAZ2B block,Pol iota inh,GLS inhibitor,JMJD2A Tudor,HP1b chromo inh,BLM helicase inh,PGK inhibitor
Cc1cc(=O)[nH]c(SCC(=O)c2c(N)n(C)c(=O)n(C)c2=O)n1,7%[12.7 µM],2%,-7%,14%,13%,-6%,24%,-2%,-5%
CCOC(=O)c1cccc(OS(=O)(=O)Cc2ccccc2)c1,/,0%,/,8%,8%,91%[activator],119%[activator],/,i
CCC(=O)Nc1nnc(-c2ccncc2)s1,10%,-8%,-5%,8%,-2%,-3%,31%,0%,0%
Cc1noc(C)c1CSCC(=O)Nc1nc2ccccc2s1,-5%,1%,-28%,13%,9%,-20%,40%[activator],-6%,-9%
CCOC(=O)c1cc(C)sc1/N=C/C1=C(O)CCCC1=O,2%[59 µM],-5%,-2%,-10%,1%,-7%,20%,0%,i
CCn1c(=O)[nH]c2cc(Cl)c(Cl)cc21,-16%[59 µM],-4%,11%,46%[activator],1%,-8%,27%,-2%,0%
C=CCNC(=O)CN1CCC(n2nnc3cc(C(F)(F)F)ccc32)CC1,23%[12.7 µM],-5%,-6%,145%[activator],-8%,7%,37%[activator],-2%,6%
Cc1cc(Cl)ccc1OCC(=O)Nc1ccccc1C(=O)N1CCOCC1,/,-5%,0%,33%[activator],-3%,-15%,19%,2%,-3%
CCn1c(COc2ccccc2C)nnc1SCC(=O)O,2%,-3%,-11%,15%,0%,-6%,37%,0%,-4%
NC(=O)c1nc(-c2cccs2)nc2c1[nH]c(=O)n2-c1ccc(F)cc1,-26%,5%,-22%,-1%,-9%,-30%,8%,-1%,-5%
Cn1nnnc1SCC(=O)NCc1ccco1,5%[12.7 µM],-3%,-3%,5%,-8%,-18%,9%,-5%,-1%
O=C(C1CCC(=O)N(C2CCCCCC2)C1)N1CCN(c2ccccc2Cl)CC1 (stereo unspecified),3%,8%,-4%,13%,-2%,-7%,15%[57 µM],-13%,10%
COc1cccc(OC)c1C(=O)OCC(=O)N1CCC(Cc2ccccc2)CC1,/,1%,/,-1%,0%,-14%,32%[57 µM],/,i
O=C(COC(=O)C1CC1)NC(=O)NCc1ccccc1,-8%[0.0925 µM],-4%,4%,135%[activator],14%,-12%,8%,-1%,3%
CCCCc1nn2c(=O)cc(COC(=O)c3cccc(NC(=O)c4cccs4)c3)nc2s1,-7%[59 µM],-4%,-6%,?,0%,-22%,2%,-9%,1%
Cc1cccc(CN2CCN(Cc3cccc(-n4cccn4)c3)CC2CCO)n1 (stereo unspecified),-3%,-10%,-32%,10%,14%,-27%,25%,-2%,-5%
CCOc1ccc(S(=O)(=O)N2CCOCC2)cc1NS(=O)(=O)c1ccc(OC)c([N+](=O)[O-])c1,-34%,2%,8%,19%,-9%,0%,35%,/,-1%
Cc1ccc(/C=C/C(=O)NCc2cccs2)cc1,6%,-19%,32%,-1%,12%,?,21%,-2%,2%
Cc1ccc(-n2cc(-c3ccccc3)c3c(N4CCC(C)CC4)ncnc32)cc1Cl,-2%[59 µM],6%,0%,17%,-10%,-14%,33%,0%,-7%
COc1ccccc1CCNC(=O)c1cnccn1,13%[2.33 µM],6%,-7%,5%,-5%,-13%,8%,-9%,7%
N#CC1=C(N)Oc2n[nH]c(-c3cccnc3)c2C1c1ccc([N+](=O)[O-])o1 (stereo unspecified),?,?,-27%,?,118%[activator],?,-9%,-2%,-15%
Cc1ccc(C(=O)OCc2nnc(-c3ccccc3)o2)s1,30%,0%,21%,51%[activator],-4%,3%,2%,/,-9%
CC1CCC(C(=O)NC(C(=O)OCC(=O)c2ccccc2)C(C)C)CC1 (stereo unspecified),1%[59 µM],2%,1%,17%,-4%,-6%,42%[activator],1%,i
O=C(CSc1nncn1-c1ccccc1)NCc1cccs1,10%[59 µM],-8%,8%,-4%,-16%,3%,28%,-1%,-11%
CC(C)C(NS(=O)(=O)c1ccccc1)C(=O)OCc1cc([N+](=O)[O-])cc2c1OCOC2 (stereo unspecified),10%[59 µM],-4%,-14%,11%,2%,-25%,17%,-4%,-6%
O=C(O)c1ccc(CSc2nc3ccccc3o2)cc1,41%[59 µM],-9%,-5%,?,-8%,13%,21%,1%,6%
Cc1cc(S(=O)(=O)c2ccc([N+](=O)[O-])cn2)ccc1Br,/,1%,/,144%[activator],-1%,-12%,32%[activator],/,2%
CCOC(=O)Cn1c(=O)n(CC2CCCO2)c2nc(-c3ccc(C)cc3)nc(C(N)=O)c21 (stereo unspecified),4%[59 µM],15%,4%,5%,5%,-10%,24%[57 µM],2%,-10%
Cc1cc(C(=O)N/N=C/c2ccc([N+](=O)[O-])s2)n[nH]1,7%,0%,-15%,-3%,-5%,-6%,25%,-7%,-2%
CCCc1cc2c(cc1NC(=O)c1ccco1)OCO2,24%[59 µM],-5%,-10%,97%[activator],5%,-18%,21%,-13%,-5%
COc1ccc(/C=C2/N=C(SC)NC2=O)cc1OC,5%,-3%,-10%,165%[activator],-1%,-1%,14%,-1%,i
CN(CC(=O)N1CCCCCC1)S(=O)(=O)c1ccc(Br)cc1,0%,3%,?,-16%,2%,11%,16%,1%,-5%
COc1ccc(C)cc1NC(=O)COC(=O)c1ccc2ccccc2n1,2%[59 µM],?,-1%,-5%,-1%,-36%,30%,/,0%
COc1ccc(CC(=O)OCC(=O)Nc2ncc(Cl)c(C)c2Cl)cc1,?,-5%,?,?,-10%,-20%,18%,/,?
CC1(OC(=O)C2CCCC2)C(=O)C=C2C=C(c3ccsc3)N(CC3CC3)C=C2C1=O (stereo unspecified),28%[12.7 µM],2%,?,64%[activator],0%,?,-19%,-6%[12.4 µM],-4%
O=C(O)c1ccc(N2C(=O)CC(Cc3ccccc3)C2=O)cc1 (stereo unspecified),22%,-13%,6%,?,2%,-10%,25%,-2%,-1%
Cc1cc(C)c(C(=O)COC(=O)C2CC3CCCC(C2)C3=O)c(C)c1 (stereo unspecified),-2%,-4%,49%[activator],14%,4%,5%,23%,/,1%
COc1ccc(-c2nc(CS(=O)CC(=O)NCc3ccc(Cl)cc3)c(C)o2)cc1 (stereo unspecified),40µM*,35%[activator],-29%,-25%,1%,-26%,6%,-1%,-10%
Cc1ccc(NCC(=O)Nc2c(C)n(C)n(-c3ccccc3)c2=O)cc1S(=O)(=O)N(C)C,17%,-6%,-18%,15%,9%,-5%,30%,-6%,1%
CCOC(=O)C1CCCN(C2CC(=O)N(c3cccc(C(F)(F)F)c3)C2=O)C1 (stereo unspecified),?,?,-31%,9%,-3%,56µM*,46%[activator],-5%,-3%
Cc1onc(-c2ccccc2Cl)c1C(=O)Nc1ccc(Cl)cn1,/,-1%,9%,33%[activator],0%,-8%,38%,-5%,-10%
COc1ccc(Cn2ccc3nc(C)c(C(=O)NCc4ccc(C)cc4)cc3c2=O)cc1,3%[59 µM],45%[activator],-18%,?,-3%,-16%,38%,-10%,-6%
O=C(COC(=O)C1CCCCC1)NCCc1ccccc1,?,0%,0%,56%[activator],-2%,-8%,62%[activator],2%,6%
CC(C)C1CC(C(F)(F)F)n2nc(C(=O)O)cc2N1 (stereo unspecified),-32%,0%,-20%,105%[activator],-3%,-13%[57.1 µM],52%[activator],-1%,2%
C[C@H](CO)N1C[C@H](C)[C@@H](CN(C)C(=O)Nc2ccc3c(c2)OCO3)Oc2c(NS(=O)(=O)c3ccc(F)cc3)cccc2C1=O,/,-1%,/,2%,0%,-13%,25%,/,-3%
CC(C)[C@H](NC(=O)c1ccc(Cl)c([N+](=O)[O-])c1)C(=O)NCc1ccc(F)cc1,-34%[59 µM],0%,-19%,0%,-10%,-5%,15%,-4%,-2%
Cc1ccc(CNC(=O)CSc2c3c(nc4cc(Cl)ccc24)CCCC3)o1,?,19%,-11%,?,0%,?,-11%,-4%,i
CC1(C)CC(=O)C=C(C(=O)NC2CCCc3c2cnn3-c2cc(F)cc(F)c2)O1 (stereo unspecified),/,1%,-5%,108%[activator],-18%,-11%,27%,-3%,0%
Cc1ccc(S(=O)(=O)Nc2nc3ccccc3nc2NCc2ccco2)cc1C,-42%,5%,-2%,-12%,11%,-15%,27%,-5%,-7%
Fc1ccccc1N1CCN(Cc2cnc(Cl)s2)CC1,-11%,-10%,-3%,13%,-5%,-7%,65%[activator],-4%,-3%
COc1ccc(-n2nc(C(=O)Nc3ccccn3)c3c4ccccc4n(C)c3c2=O)cc1,-5%[59 µM],0%,/,29%,-1%,-17%,22%,-6%,/
CC(C)CCCC(C)NC(=O)c1cc(S(=O)(=O)N2CCCCC2)ccc1N1CCOCC1 (stereo unspecified),16%[12.7 µM],?,8%,14%,-8%,-11%,59%[activator],/,i
CSc1ccccc1COC(=O)Nc1ccccc1C,7%,1%,5%,-5%,0%,-8%,39%,-3%,-4%
Cc1cc(C(F)(F)F)nn1-c1nc(-c2ccco2)cc(C(F)(F)F)n1,4%,-2%,5%,-25%,1%,-3%,58%[activator],-4%,i

# Already shown: entries from further up.
SMILES,G9a inh,Pin1 inhibitor,BAZ2B block,Pol iota inh,GLS inhibitor,JMJD2A Tudor,HP1b chromo inh,BLM helicase inh,PGK inhibitor
Fc1ccccc1N1CCN(Cc2cnc(Cl)s2)CC1,-11%,-10%,-3%,13%,-5%,-7%,65%[activator],-4%,-3%
COc1ccc(-n2nc(C(=O)Nc3ccccn3)c3c4ccccc4n(C)c3c2=O)cc1,-5%[59 µM],0%,/,29%,-1%,-17%,22%,-6%,/
CC(C)CCCC(C)NC(=O)c1cc(S(=O)(=O)N2CCCCC2)ccc1N1CCOCC1 (stereo unspecified),16%[12.7 µM],?,8%,14%,-8%,-11%,59%[activator],/,i
CSc1ccccc1COC(=O)Nc1ccccc1C,7%,1%,5%,-5%,0%,-8%,39%,-3%,-4%
Cc1cc(C(F)(F)F)nn1-c1nc(-c2ccco2)cc(C(F)(F)F)n1,4%,-2%,5%,-25%,1%,-3%,58%[activator],-4%,i

# Only part of the results is shown; the hit share may differ from the screen's.
